NCOA2 inhibitor = human SRC2 (NCOA2) inhibition. HEK293 GAL4-SRC2 luciferase reporter, luminescence. AID 651957. 370,000 tested, 0.17% active. Q15596. inhibition, % at 9 µM;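 active = inhibition above the mean inhibition of all tested compounds plus 3 SD, set per campaign, cut at about 52% in these data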;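 note: 0% = DMSO treated cells and 100% = cells given Gossypol at 36 µM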
KKLEB tox = counter-screen for CF NF-kB inhibitors: cytotoxicity; KKLEB CF airway cells viability, ATPlite luminescence, overnight; active compounds read low; cells stimulated with P. aeruginosa culture filtrate; activity change (cytotoxicity), % at 5 µM; 360,000 tested, 0.36% active;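 active = corrected activity change at or below -50% at 5 µM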
TWEAK Fn14 block = inhibitors of TWEAK-Fn14 interaction signaling; 360,000 tested, 2% active; AID 1159606; TWEAK-stimulated Fn14 reporter cells, luciferase luminescence, 8 h; inhibition, % at 10 µM; in the data active = inhibition above about 50%
TRAIL sens C8 = sensitizes caspase-8 expressing cells to TRAIL | 360,000 tested, 1% active | NB7+C8 cells + TRAIL, ATPlite viability luminescence | AID 624354 | inhibition (viability loss, TRAIL sensitization), % at 10 µM;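 active = compounds causing at least 50% loss of cell viability in the single-dose screen, relative to plate controls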
NR2F2 inh = inhibitors of human COUP-TFII (NR2F2); 370,000 tested, 0.7% active; inhibition, % at 8.6 µM; P24468; HEK293T NGFI-A luciferase reporter, luminescence;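 active = inhibition above a per-plate cutoff, mean inhibition of test wells between control levels plus 3 SD, cut at about 38% in these data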;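 note: cells cotransfected with COUP-TFII expression vector driving the NGFI-A reporter; 0% = median of COUP-TF2 test wells and 100% = reporter-only cells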
Target sequence (P24468 whole entry, looked up): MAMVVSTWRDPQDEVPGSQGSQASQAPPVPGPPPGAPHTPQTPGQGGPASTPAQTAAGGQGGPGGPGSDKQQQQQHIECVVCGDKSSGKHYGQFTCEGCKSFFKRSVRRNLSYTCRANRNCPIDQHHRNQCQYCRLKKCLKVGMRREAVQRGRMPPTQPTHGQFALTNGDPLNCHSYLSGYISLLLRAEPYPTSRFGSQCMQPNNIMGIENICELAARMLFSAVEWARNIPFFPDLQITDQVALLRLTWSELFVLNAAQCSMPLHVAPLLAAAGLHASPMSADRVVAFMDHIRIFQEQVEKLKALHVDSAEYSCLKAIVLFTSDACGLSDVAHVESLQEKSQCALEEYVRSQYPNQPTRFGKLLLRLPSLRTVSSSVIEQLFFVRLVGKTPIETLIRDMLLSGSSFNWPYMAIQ
SRC1 inh = human NCOA1 inhibition | Q15788 | HEK293 GAL4-SRC1 luciferase reporter, luminescence | inhibition, % at 3.6 µM | 360,000 tested, 0.12% active | AID 588354;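 active = inhibition above the campaign mean plus 3 SD, with each screening campaign given its own cutoff, cut at about 60% in these data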;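 note: 0% = DMSO treated cells and 100% = gossypol at 36 µM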
NR5A2 inv ag = suppresses constitutive activity of human LRH-1 | O00482 | HEK293T StAR-luciferase reporter, LRH-1 transfected, 24 h | inhibition, % at 3.6 µM | 360,000 tested, 0.13% active | AID 602396;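 active = inhibition above the mean inhibition of all tested compounds plus 3 SD, cut at about 73% in these data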;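 note: 0% = DMSO wells and 100% = reporter-only cells lacking LRH-1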
Target sequence (O00482 whole entry, looked up): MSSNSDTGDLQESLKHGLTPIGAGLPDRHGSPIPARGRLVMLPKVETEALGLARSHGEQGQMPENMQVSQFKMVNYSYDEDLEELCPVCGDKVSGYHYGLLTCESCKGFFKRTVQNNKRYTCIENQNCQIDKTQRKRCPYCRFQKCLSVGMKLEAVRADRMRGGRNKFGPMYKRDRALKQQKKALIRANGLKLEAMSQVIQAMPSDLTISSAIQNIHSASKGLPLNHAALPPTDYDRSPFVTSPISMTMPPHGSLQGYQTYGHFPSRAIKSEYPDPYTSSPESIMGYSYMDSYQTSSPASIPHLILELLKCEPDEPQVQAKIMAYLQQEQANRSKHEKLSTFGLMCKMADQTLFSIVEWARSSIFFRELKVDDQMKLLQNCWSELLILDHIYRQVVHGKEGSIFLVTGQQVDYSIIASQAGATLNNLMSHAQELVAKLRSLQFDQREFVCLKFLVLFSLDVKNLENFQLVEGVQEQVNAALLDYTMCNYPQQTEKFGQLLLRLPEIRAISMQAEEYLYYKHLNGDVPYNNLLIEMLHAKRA
SRC3 inh = human NCOA3 inhibition. Q9Y6Q9. HEK293 GAL4-SRC3 luciferase reporter, luminescence. inhibition, % at 3.6 µM. 360,000 tested, 0.17% active. AID 588352;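 active = inhibition above a per-campaign cutoff, the mean of all compounds plus 3 SD, cut at about 60% in these data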;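 note: 0% = DMSO-treated cells and 100% = gossypol-treated cells at 36 µM; higher means less SRC3-driven luciferase light from the GAL4 reporter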
CF NFkB block = blocks PAF-induced NF-kB reporter in cystic fibrosis cells; KKLEB NF-kB-GFP reporter, GFP fluorescence overnight; inhibition, % at 5 µM; 360,000 tested, 0.86% active; AID 588850;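 active = at least 50% inhibition at 5 µM, scaled per plate between neutral and stimulator controls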;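 note: PAF is a Pseudomonas aeruginosa culture filtrate used as stimulus; plate controls were PAF-stimulated DMSO wells for no effect and unstimulated DMSO wells for full effect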
EBV LMP1 NFkB = reduces LMP1-driven NF-kappaB luciferase signal | LMP1-induced NF-kappaB luciferase reporter cells, luminescence | inhibition, % at 12.5 µM | 350,000 tested, 0.69% active; in the data active = inhibition above about 41%;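 note: 0% = neutral control wells and 100% = reference inhibitor control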
TROY NFkB inh = TROY signaling inhibition; 360,000 tested, 0.98% active; AID 1347056; Q293 LMP1-TROYcd NF-kB luciferase reporter, 4 h; inhibition, % at 10 µM;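 active = compounds whose plate-normalised and pattern-corrected inhibition of the luciferase reporter signal at the single screening dose is 50% or more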
Starred values were filed as active, the others as inactive; . = not tested or not shown.

SMILES	NCOA2 inhibitor	KKLEB tox	TWEAK Fn14 block	TRAIL sens C8	NR2F2 inh	SRC1 inh	NR5A2 inv ag	SRC3 inh	CF NFkB block	EBV LMP1 NFkB	TROY NFkB inh
COc1ccc(S(=O)(=O)N2CCC(C(=O)NC3CC(C)(C)NC(C)(C)C3)CC2)cc1	-36	3	6	-12	-1	3	1	-20	-2	3	2
COc1ccc(C(=O)OCC(=O)c2ccc[nH]2)c(OC)c1	-36	0	-40	9	-16	-71	-44	-80	16	-29	-53
O=C(COc1ccc(-c2ccccc2)cc1)Nc1cccnc1	-8	9	9	12	37	-19	4	-1	-10	8	-14
CN(C)c1ccc(Nc2nc(N)c3ccccc3n2)cc1	-24	-62*	95*	84*	-9	-53	-112	-62	-19	70*	67*
O=[N+]([O-])c1ccc(P(=O)(Cc2ccccc2)c2ccccc2O)cc1 (stereo unspecified)	11	6	-16	-15	-7	-17	14	12	-7	-6	18
CS(=O)(=O)N1CCn2c1nc1ccccc12	-8	7	11	-10	15	-11	-8	1	15	-3	-1
Cc1ccc(C(=O)NC(=S)Nc2ccc(Oc3ccc(Cl)cc3)cc2)cc1	-21	-6	1	2	4	6	-13	-2	-8	-3	51*
Cc1ccc(/C=C/C(=O)CCC(=O)O)cc1	-13	8	6	3	-8	-34	-39	-14	3	-14	-25
COc1ccc(Cn2c(CCCO)nc3ccccc32)cc1OC	-7	-11	-18	3	-7	-15	1	1	22	2	7
O=C(NC(=S)Nc1ccc2oc(-c3ccncc3)nc2c1)c1ccccc1F	-29	-2	-24	2	-11	-11	-1	8	-15	9	27
COc1ccc(CNCCC(c2ccc(F)cc2)c2ccc(OC)cc2)cc1 (stereo unspecified)	-27	-7	-13	15	4	16	-2	11	10	0	3
COC(=O)c1ccc(OC)c(NS(=O)(=O)c2ccc(-n3cnnn3)cc2)c1	7	1	3	-14	-16	-5	6	15	-4	-3	8
Cc1cc(C)c2ccc3c(C)c(C)n(C)c3c2n1	8	0	-13	1	-12	5	6	13	9	-2	-16
COc1cc(OC)cc(C(=O)N2CCC(C(=O)Nc3ccc4c(c3)OCCO4)CC2)c1	19	-3	6	-13	10	-6	15	10	8	8	17
CCCCN(CC)CCNC(=O)Cn1cc2c(n1)-c1c(oc(C(=O)N3CCCC3)c1C)CC2	-7	-6	2	-7	12	-13	10	10	6	-5	-14
Cc1ccc(S(=O)(=O)NCCC(=O)N2CCN(S(=O)(=O)c3ccccc3)CC2)cc1C	-18	-11	-2	-3	8	7	0	18	10	2	-2
CCOc1ccc(NC(=O)C2CCCN(S(=O)(=O)c3ccc4[nH]c(=O)ccc4c3)C2)cc1 (stereo unspecified)	16	6	-2	-11	0	-13	-2	16	-22	-7	-38
O=C(CSc1ncnc2c1cnn2CCc1ccccc1)Nc1cccc(C(F)(F)F)c1	13	-9	47	-6	1	2	14	-2	6	2	23
COC(=O)c1cc(CNC(=O)C2CC(=O)N(c3ccc4c(c3)OCCO4)C2)ccc1OC (stereo unspecified)	21	-7	4	-14	17	-21	-14	10	10	18	-8
CC(=O)/C(=N\Nc1ccc(C)cc1)Sc1nncn1C	-13	-4	-17	-29	11	-5	15	4	-6	5	2
CCCCCN(C(=O)CCC(=O)OCC(=O)N(CC)c1ccccc1)c1c(N)n(CCCC)c(=O)[nH]c1=O	-6	13	-1	-21	-9	-22	-21	9	-19	7	-10
O=C(N/N=C/c1cccnc1)c1[nH]ncc1Br	-26	2	9	10	-38	-92	-74	-40	11	-6	-62
CCOCCn1c(N2CCCC2)nc2c1c(=O)n(C)c(=O)n2C	-13	2	-10	18	3	-7	0	6	3	6	3
CCCN1CCC(Oc2cccc(C(=O)NCCc3ccccc3)c2)CC1	-59	-10	5	15	-21	-18	-25	-4	-15	-2	-20
CCOC(=O)CN1CCc2c(C)nc3c(-c4ccc(OC)c(OC)c4)cnn3c21	-1	-5	3	-2	9	-6	-14	-6	-1	3	0

Some of these compounds in order of the NR5A2 inv ag value, rising.
SMILES	NCOA2 inhibitor	TWEAK Fn14 block	NR2F2 inh	SRC1 inh	NR5A2 inv ag	SRC3 inh	CF NFkB block	EBV LMP1 NFkB
CS(=O)(=O)N1CCn2c1nc1ccccc12	-8	11	15	-11	-8	1	15	-3
COC(=O)c1ccc(OC)c(NS(=O)(=O)c2ccc(-n3cnnn3)cc2)c1	7	3	-16	-5	6	15	-4	-3
CCCCN(CC)CCNC(=O)Cn1cc2c(n1)-c1c(oc(C(=O)N3CCCC3)c1C)CC2	-7	2	12	-13	10	10	6	-5

Continuation:
SMILES	NCOA2 inhibitor	KKLEB tox	TWEAK Fn14 block	TRAIL sens C8	NR2F2 inh	SRC1 inh	NR5A2 inv ag	SRC3 inh	CF NFkB block	EBV LMP1 NFkB	TROY NFkB inh
CCCN1CCN(C(=O)c2ccc3nc(CC)c(CC)nc3c2)CC1	-4	-4	-21	3	19	11	-10	-11	3	0	21
COc1ccccc1N=CC=C1OC(C)(C)C(C)(C)O1	-21	0	13	2	20	0	4	-14	-11	3	18
CC(C)=C(NC(=O)c1ccccc1)C(=O)N1CCOCC1	-2	-4	-8	-6	-18	6	25	22	3	-1	-16
O=C(COC(=O)c1ccccc1Sc1ccc(C(F)(F)F)cc1[N+](=O)[O-])NC(=O)NC1CCCC1	10	4	33	-5	-12	0	0	3	12	3	25
Cc1ccc(C)c(N(C)C(=O)COc2cc(=O)n(C)c3ccccc23)c1	-33	-7	-11	-14	3	0	2	-3	9	8	-10
O=C(Nc1nnc(C2CC2)s1)C1CC(=O)N(c2ccc3c(c2)OCCO3)C1 (stereo unspecified)	0	9	78*	16	4	-1	2	20	-3	8	51*
CC(C)CNc1nnnc2c1sc1nc(N3CCOCC3)c3c(c12)CC(C)(C)SC3	-1	-15	16	-2	13	-12	12	13	33	11	-7
CCCc1[nH]nc2c1C(c1ccc(OC)c(Cn3nnc4ccccc43)c1)C(C#N)=C(N)O2 (stereo unspecified)	.	-8	-7	-9	.	6	19	-7	16	-3	10
O=c1c2ccccc2[nH]c(=S)n1CCCN1CCC(Cc2ccccc2)CC1	-28	-10	-9	11	-11	5	0	-1	-12	10	-5
COc1ccc2[nH]c(=O)c(C3c4cc(OC)c(OC)cc4CCN3C(=O)c3ccco3)cc2c1 (stereo unspecified)	-4	-2	-9	3	-23	8	-11	-8	10	8	0
O=C1NC[C@@H](CCCCN2C[C@H](Cc3ccccc3)N(CCC3CCCCC3)C(=O)C2=O)N(CCc2ccccc2)C1=O	-8	.	14	22	6	.	-2	.	.	.	0
COc1ccc(/C=C/C(=O)OCC(=O)Nc2nnc(-c3ccccc3)o2)c(OC)c1	6	-6	-3	-5	-20	-19	-8	-3	-22	1	-4
COc1ccc(NC(=S)N/N=C/c2cccn2Cc2ccccc2F)cc1	16	-2	-20	-3	16	-8	-33	3	4	8	-16
Cc1ccc([N+](=O)[O-])cc1NC(=O)Cc1ccc(F)cc1	5	5	36	-3	3	1	-1	16	13	7	-6
CCOc1ccccc1NC(=O)/C=C/c1ccccc1[N+](=O)[O-]	-9	7	-10	-11	-3	-13	-11	5	-18	2	-19
CCC(=O)Nc1ccc(C(=O)N/N=C/c2ccc([N+](=O)[O-])cc2)cc1	-32	13	-1	16	20	1	-18	-13	-22	6	3
CCOC(=O)C(NC(=O)CC)(Nc1cc(C)on1)C(F)(F)F (stereo unspecified)	13	10	-6	-5	11	-18	12	-12	-5	0	-45
CCOC(=O)C1(C)CCCN(C(=O)c2ccc(OC)cc2OC)C1 (stereo unspecified)	18	-3	-15	1	-6	-4	0	-2	21	.	8
CCc1cccc2c(C(=O)CN3C(=O)NC4(CCCCC4)C3=O)c[nH]c12	0	-4	-55	10	-37	-40	-5	-10	16	-71	-43

12 compounds out of the list, sorted by SMILES length, high to low.
SMILES	NCOA2 inhibitor	KKLEB tox	TWEAK Fn14 block	TRAIL sens C8	NR2F2 inh	SRC1 inh	NR5A2 inv ag	SRC3 inh	CF NFkB block	EBV LMP1 NFkB	TROY NFkB inh
O=C(COC(=O)c1ccccc1Sc1ccc(C(F)(F)F)cc1[N+](=O)[O-])NC(=O)NC1CCCC1	10	4	33	-5	-12	0	0	3	12	3	25
COc1ccc2[nH]c(=O)c(C3c4cc(OC)c(OC)cc4CCN3C(=O)c3ccco3)cc2c1 (stereo unspecified)	-4	-2	-9	3	-23	8	-11	-8	10	8	0
CCCc1[nH]nc2c1C(c1ccc(OC)c(Cn3nnc4ccccc43)c1)C(C#N)=C(N)O2 (stereo unspecified)	.	-8	-7	-9	.	6	19	-7	16	-3	10
COc1ccc(S(=O)(=O)N2CCC(C(=O)NC3CC(C)(C)NC(C)(C)C3)CC2)cc1	-36	3	6	-12	-1	3	1	-20	-2	3	2
CCCCN(CC)CCNC(=O)Cn1cc2c(n1)-c1c(oc(C(=O)N3CCCC3)c1C)CC2	-7	-6	2	-7	12	-13	10	10	6	-5	-14
COc1cc(OC)cc(C(=O)N2CCC(C(=O)Nc3ccc4c(c3)OCCO4)CC2)c1	19	-3	6	-13	10	-6	15	10	8	8	17
O=C(NC(=S)Nc1ccc2oc(-c3ccncc3)nc2c1)c1ccccc1F	-29	-2	-24	2	-11	-11	-1	8	-15	9	27
CC(C)=C(NC(=O)c1ccccc1)C(=O)N1CCOCC1	-2	-4	-8	-6	-18	6	25	22	3	-1	-16
O=C(COc1ccc(-c2ccccc2)cc1)Nc1cccnc1	-8	9	9	12	37	-19	4	-1	-10	8	-14
COc1ccccc1N=CC=C1OC(C)(C)C(C)(C)O1	-21	0	13	2	20	0	4	-14	-11	3	18
CN(C)c1ccc(Nc2nc(N)c3ccccc3n2)cc1	-24	-62*	95*	84*	-9	-53	-112	-62	-19	70*	67*
O=C(N/N=C/c1cccnc1)c1[nH]ncc1Br	-26	2	9	10	-38	-92	-74	-40	11	-6	-62

Bioassay records as filed in PubChem BioAssay.
